# CRFR2-BP antag: antagonists of CRF-binding protein/CRF-R2 receptor complex | HEK293 CRF-R2/CRF-BP, CRF-induced calcium fluorescence | inhibition, % at 11.8 µM | 350,000 compounds, 0.59% hits | AID 588475;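 active = inhibition of the ligand-induced calcium signal above about 50% at the single tested concentration, limit read from the data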
# M4 PAM: positive allosteric modulators of human muscarinic M4 receptor | activation, % at 3 µM | 360,000 compounds, 0.4% hits | CHO-K1 hM4/Gqi5, Fluo-8 calcium fluorescence, ACh EC20; 0% = ACh EC20, 100% = maximal ACh | P08173;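 active = activation above its plate's cutoff, the mean activation of sample wells plus 3 SD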; note: some results filed as inactive read as strong as hits
# Target sequence (P08173 whole entry, looked up): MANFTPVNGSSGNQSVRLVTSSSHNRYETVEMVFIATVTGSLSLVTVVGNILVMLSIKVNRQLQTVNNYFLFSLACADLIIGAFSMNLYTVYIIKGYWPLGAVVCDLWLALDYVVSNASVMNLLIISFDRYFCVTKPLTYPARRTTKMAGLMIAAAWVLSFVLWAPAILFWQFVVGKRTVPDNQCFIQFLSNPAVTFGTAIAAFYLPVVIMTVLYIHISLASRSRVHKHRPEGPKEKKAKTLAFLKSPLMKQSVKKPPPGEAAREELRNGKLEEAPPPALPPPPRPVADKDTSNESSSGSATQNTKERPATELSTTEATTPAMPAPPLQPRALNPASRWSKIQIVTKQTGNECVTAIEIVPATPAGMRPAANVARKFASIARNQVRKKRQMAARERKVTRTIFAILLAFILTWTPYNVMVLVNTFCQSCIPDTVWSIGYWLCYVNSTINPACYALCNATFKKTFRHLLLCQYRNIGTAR
# M4 ag: CHRM4 agonism in calcium assay. activation, % at 3 µM. 360,000 compounds, 0.14% hits. CHO-K1 hM4/Gqi5, Fluo-8 calcium fluorescence; vehicle 0%, full acetylcholine response 100%. P08173;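 active = activation above the run mean over all test wells plus 3 SD, cut at about 32% in these data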;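 note: peak over basal fluorescence ratio per well then scaled between controls; 0% = DMSO wells and 100% = acetylcholine at EC100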
# CHRM5 agonist: CHRM5 agonism in calcium assay; CHO-K1 hM5 cells, Fluo-8 calcium fluorescence; 0% DMSO wells, 100% maximal acetylcholine response; AID 624037; 360,000 compounds, 0.19% hits; activation, % at 3 µM;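 active = activation above the run's mean over test compounds plus 3 SD, cut at about 23% in these data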;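 note: signal is peak over basal fluorescence ratio across the kinetic read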
# Target sequence (P08912 whole entry, looked up): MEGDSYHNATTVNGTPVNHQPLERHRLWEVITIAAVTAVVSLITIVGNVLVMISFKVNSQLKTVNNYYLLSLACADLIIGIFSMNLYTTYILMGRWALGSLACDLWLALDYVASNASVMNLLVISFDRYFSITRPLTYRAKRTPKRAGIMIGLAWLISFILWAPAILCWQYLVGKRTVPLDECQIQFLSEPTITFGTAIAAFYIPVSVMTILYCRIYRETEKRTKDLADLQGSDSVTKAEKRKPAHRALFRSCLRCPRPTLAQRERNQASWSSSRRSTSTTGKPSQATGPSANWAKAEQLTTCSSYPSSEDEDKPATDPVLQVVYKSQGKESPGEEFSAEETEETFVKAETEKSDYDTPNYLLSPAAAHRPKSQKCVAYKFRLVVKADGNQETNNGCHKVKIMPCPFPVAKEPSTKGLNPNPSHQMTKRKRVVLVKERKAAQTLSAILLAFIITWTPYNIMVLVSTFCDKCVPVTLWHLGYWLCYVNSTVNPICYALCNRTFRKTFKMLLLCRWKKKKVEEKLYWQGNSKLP
# CHRM5 PAM: positive allosteric modulators of human muscarinic M5 receptor | P08912 | CHO-K1 hM5, Fluo-8 calcium, ACh EC20 PAM; 0% = ACh EC20, 100% = ACh EC100 | activation, % at 3 µM | 360,000 compounds, 0.3% hits;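 active = activation above the run cutoff, the mean activation of all test compounds plus 3 SD, cut at about 18% in these data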
#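 System – CHO-K1 hM5 cells · Compound – 3 µM, single dose · Incubation – compound preincubation 140 s before EC20 acetylcholine addition · Technique – Fluo-8 calcium fluorescence · Measure – Max/basal fluorescence ratio as % of EC20–EC100 ACh window · Benchmarks – low control EC20 acetylcholine (0%), high control EC100 acetylcholine (100%) · Replication – singlicate, one well per test compound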
# IDE inh: inhibitors of human insulin-degrading enzyme in cells. P14735. HEK cells, FAbetaB cleavage, fluorescence polarization. inhibition, % at 5.59 µM. 320,000 compounds, 0.41% hits. AID 434962;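 active = percent inhibition above the average of all tested compounds plus 3 SD, set per screening campaign, cut at about 16% in these data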;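 note: IDE supplied by intact live HEK cells; FP after avidin binding of uncleaved biotin substrate so inhibition keeps polarization high; 0% = DMSO wells and 100% = 60 µM reference IDE inhibitor Ii1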
# M4 antag: antagonists of human muscarinic M4 receptor (CHRM4); inhibition, % at 3 µM; CHO-hM4 cells, ACh EC80, Fluo-8 calcium fluorescence; 360,000 compounds, 0.73% hits; P08173;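 active = inhibition above its plate's cutoff, the mean inhibition of sample wells plus 3 SD, cut at about 27% in these data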;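 note: 0% = acetylcholine EC80 with DMSO and 100% = DMSO without agonist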
# M5 antag: CHRM5 antagonism in calcium assay | inhibition, % at 3 µM | 360,000 compounds, 0.59% hits | CHO-hM5 cells, Fluo-8 calcium fluorescence, ACh EC80;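 active = inhibition above a per-plate cutoff, the mean of that plate's test compounds plus 3 SD, cut at about 27% in these data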;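 note: 0% = acetylcholine EC80 with DMSO and 100% = DMSO without agonist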
# CRFBP-R2 agonist: CRF-BP/CRF-R2 complex agonism; AID 588473; activation, % at 13.2 µM; HEK293 CRF-R2/CRF-BP, calcium dye fluorescence (FLIPR); percent of saturating CRF peptide response; 350,000 compounds, 0.46% hits;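 active = activation of at least 50%, plus an integration ratio under a set limit after plate pattern correction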;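 note: plate controls were neutral control wells without compound for no effect and CRF at EC100 for full effect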
# The depositor's hits bear a star; x = no result given.
[1] O=C(CN1C(=O)NC2(CCCCC2)C1=O)N1CCN(S(=O)(=O)c2ccc(F)c(F)c2F)CC1
[2] CN(C)C(=O)CSc1nnc([C@H](Cc2ccccc2)NC(=O)OC(C)(C)C)o1
[3] CCOc1ccccc1NC(=O)c1cc(-c2ccccn2)nc2ccccc12
[4] CCS(=O)(=O)c1nc(S(=O)(=O)c2ccc(Cl)cc2)c(NCc2ccco2)s1
[5] COC(=O)C1=C(N)OC2=C(C(=O)CC(C)(C)C2)C1c1ccoc1 (configuration not stated)
[6] Cc1cccc(NC(=O)COc2ccc(Br)cc2)n1
[7] c1ccc2[nH]c(CSc3nc4ccccc4o3)nc2c1
[8] CCC(C)[C@H](NC(=O)Nc1ccc(C(C)=O)cc1)C(=O)OC (some centres not stated)

compound no.	1	2	3	4	5	6	7	8
CRFR2-BP antag	4	4	2	13	19	-14	3	15
M4 PAM	-1	5	-2	4	0	3	-4	4
M4 ag	1	1	11	0	0	0	11	4
CHRM5 agonist	-6	2	5	-3	-2	-3	9	1
CHRM5 PAM	-3	13	-6	-2	5	33*	1	0
IDE inh	x	0	-2	0	4	-2	0	3
M4 antag	7	-1	-3	4	5	1	11	0
M5 antag	12	0	1	3	-4	26	-3	-1
CRFBP-R2 agonist	5.7	0.1	-1.1	-0.4	0.4	0.0	-0.2	0.8

# In the list so far, four have sulfur.
[1] O=C(CN1C(=O)NC2(CCCCC2)C1=O)N1CCN(S(=O)(=O)c2ccc(F)c(F)c2F)CC1
[2] CN(C)C(=O)CSc1nnc([C@H](Cc2ccccc2)NC(=O)OC(C)(C)C)o1
[4] CCS(=O)(=O)c1nc(S(=O)(=O)c2ccc(Cl)cc2)c(NCc2ccco2)s1
[7] c1ccc2[nH]c(CSc3nc4ccccc4o3)nc2c1

compound no.	1	2	4	7
CRFR2-BP antag	4	4	13	3
M4 PAM	-1	5	4	-4
M4 ag	1	1	0	11
CHRM5 agonist	-6	2	-3	9
CHRM5 PAM	-3	13	-2	1
IDE inh	x	0	0	0
M4 antag	7	-1	4	11
M5 antag	12	0	3	-3
CRFBP-R2 agonist	5.7	0.1	-0.4	-0.2

# Remaining list, next part:
[9] Cc1cc(C)nc(NC2=NCC(=O)N2c2ccc(F)c(Cl)c2)n1
[10] O=C1Nc2ccccc2C(O)(C(=O)N2CCCCC2)N1c1ccccc1 (configuration not stated)
[11] O=C(CNC(=O)c1ccc(F)cc1)NCc1ccccn1
[12] COc1ccc(-c2noc(CN(Cc3nccn3C)C(C)C)n2)cc1
[13] Cc1ccc(C(=O)OCC(=O)NCc2cccc(Cl)c2)cc1S(=O)(=O)N1CCCCC1
[14] O=C(OCC(=O)N1CCN(Cc2ccccc2)CC1)c1cc(Cl)ccc1[N+](=O)[O-]
[15] C#CCOCCOCCOCCNc1nc(N2CCN(C(=O)[C@H]([C@@H](C)CC)n3cc([C@@H](N)CO)nn3)CC2)nc(N2CCN(C(=O)[C@H](Cc3ccc(O)cc3)n3cc([C@@H](N)CC(C)C)nn3)CC2)n1
[16] COc1ccccc1C/C(N)=N/OC(=O)/C=C/c1ccccc1

compound no.	9	10	11	12	13	14	15	16
CRFR2-BP antag	13	16	6	16	4	-15	4	9
M4 PAM	-3	2	4	-13	-4	-5	10	-8
M4 ag	1	1	2	1	6	5	2	7
CHRM5 agonist	-2	-1	2	-14	-2	-1	5	-1
CHRM5 PAM	-10	-3	2	-5	-19	-8	-1	-13
IDE inh	1	-6	0	-3	x	0	-1	3
M4 antag	-7	1	0	-11	-10	-3	6	2
M5 antag	-1	1	-5	12	-5	10	5	1
CRFBP-R2 agonist	2.5	1.3	-0.6	-1.6	5.2	-4.7	0.9	-0.5

[17] CC1CCCN(CC(=O)Nc2ccc(S(=O)(=O)NC3CCCCC3)cc2)C1 (configuration not stated)
[18] Cc1csc2c(N3CCN(C(=O)Nc4ccc(Cl)c(Cl)c4)CC3)ncnc12
[19] COc1ccccc1N=C1SCC(=O)N1c1ccccc1OC
[20] Nc1[nH]ncc1-c1ccc(F)cc1
[21] O=C(Nc1ccc2nc(N3CCOCC3)sc2c1)c1ccc(F)cc1
[22] CC(=O)Nc1cnc(NC(=O)c2cccc(F)c2)cc1C
[23] Nc1ccn(CCCN2CCN(C(=O)C3CC3)CC2)c(=O)n1
[24] O=c1c2ccccc2nc2n1C(CBr)CS2 (configuration not stated)

compound no.	17	18	19	20	21	22	23	24
CRFR2-BP antag	-23	-8	9	1	8	-25	-1	4
M4 PAM	2	-6	-2	7	4	7	3	-4
M4 ag	4	9	0	0	4	1	1	1
CHRM5 agonist	4	2	2	0	2	-3	1	-3
CHRM5 PAM	1	-10	2	-2	-1	-1	8	-6
IDE inh	-1	21*	-1	2	2	-5	x	2
M4 antag	-2	3	2	-3	-6	-15	-13	10
M5 antag	6	18	-5	2	5	-9	-6	9
CRFBP-R2 agonist	-3.1	-1.1	-2.3	-1.8	-0.3	-2.0	-1.1	-0.5

[25] O=C(/C=C/c1ccc(F)cc1)NC(=S)NNC(=O)c1cnccn1
[26] COc1ccc(CCC(=O)NCCOc2ccc(Cl)cc2)cc1
[27] CCCCNC(=O)COC(=O)c1ccc(N(C)C)cc1
[28] O=C(CN1CCN(c2ccccc2O)CC1)Nc1ccc([N+](=O)[O-])cc1Br
[29] Cc1cc(SCC(=O)OCC(=O)N(C)C2CCS(=O)(=O)C2)c(C)cc1Br (configuration not stated)
[30] CSc1ccc(CNC(=O)C2CCC(=O)N(Cc3cccc(F)c3)C2)cc1 (configuration not stated)
[31] COCc1ccc(C(=O)N2CCCC(CCC(=O)NCc3ccccc3F)C2)o1 (configuration not stated)
[32] CCCCCCCC(O)CC(CC1CCCCC1)C(=O)NN (configuration not stated)

compound no.	25	26	27	28	29	30	31	32
CRFR2-BP antag	7	19	9	-22	8	-6	-5	-26
M4 PAM	13	-5	-5	6	-4	-3	-1	34*
M4 ag	1	0	1	2	12	5	0	1
CHRM5 agonist	2	-4	-11	1	5	1	4	-4
CHRM5 PAM	2	-3	-1	3	-5	5	-1	13
IDE inh	-6	0	2	-4	-2	x	4	2
M4 antag	30*	5	0	-9	1	-4	-6	15
M5 antag	0	3	7	3	5	-1	6	-4
CRFBP-R2 agonist	2.1	-0.4	1.3	3.7	-0.8	2.1	4.1	-0.9

[33] CCCCNC(=S)N(C)/N=C/c1ccc2c(c1)OCO2
[34] CC1(C(=O)NS(=O)(=O)c2ccccc2Cl)CCN1C(=O)Cc1cccs1 (configuration not stated)
[35] CCOC(=O)c1c(C)c(C(=O)Nc2ccc3c(c2)OCO3)c(C)n1C
[36] COc1ccc(CCNC(=O)C2CC(=O)N(C3CCCCC3)C2)cc1OC (configuration not stated)
[37] COc1cccc(C(=O)NC(C)C(c2cccs2)N2CCN(C)CC2)c1 (configuration not stated)
[38] O=C(c1cccs1)N1CCN(CCCc2ccccc2)CC1
[39] O=c1[nH]c(C2CCCN(S(=O)(=O)c3cccc(F)c3)C2)nc2c1nnn2Cc1ccccc1 (configuration not stated)
[40] O[C@@H]1CN(CC2CCCCC2)[C@@H](c2ccccc2)C[C@H]1n1cc(-c2ccc(F)cc2)nn1

compound no.	33	34	35	36	37	38	39	40
CRFR2-BP antag	27	x	-15	-7	-12	5	-2	-15
M4 PAM	-4	-4	9	7	4	-5	-10	0
M4 ag	-1	0	0	0	0	1	1	-1
CHRM5 agonist	-5	0	-1	-3	-4	-6	-1	1
CHRM5 PAM	3	-3	-5	3	4	-3	3	2
IDE inh	-1	x	-3	3	0	4	5	x
M4 antag	1	-10	3	-18	5	0	-7	-12
M5 antag	14	3	-2	-6	1	-4	-1	-3
CRFBP-R2 agonist	-1.2	x	-0.2	2.2	-2.0	0.7	3.5	9.6

# Entries by screen from the entries so far:
# CRFR2-BP antag for entries 33 to 38, in order: 27, x, -15, -7, -12, 5
# CRFBP-R2 agonist for entries 33 to 38, in order: -1.2, x, -0.2, 2.2, -2.0, 0.7
# M5 antag for entries 33 to 38, in order: 14, 3, -2, -6, 1, -4

# Carrying on.
[41] CN(C)c1ccc(NC(=O)/C=C/c2c(Cl)cccc2Cl)cc1
[42] Nc1ccn([C@@H]2O[C@H](C(=O)NCCCN3CCCC3=O)[C@@H](O)[C@H]2O)c(=O)n1
[43] CCn1ncc(C2=NOC(C(=O)Nc3cnn(C45CC6CC(CC(C6)C4)C5)c3)C2)c1C (configuration not stated)
[44] O=C(N/C=C/n1cnc2cc(C(F)(F)F)ccc21)c1ccccc1
[45] O=C(Nc1ccccc1)C1=C[C@@H](c2ccc(Br)cc2)C[C@@H](OCCCCO)O1
[46] COc1ccc(C(c2c(C)n(C)n(-c3ccccc3)c2=O)c2c(C)n(C)n(-c3ccccc3)c2=O)c(OC)c1OC
[47] CCOC(=O)N1CCN(C(=O)C2CCN(S(=O)(=O)c3ccc(F)cc3)CC2)CC1
[48] COc1cccc2c1C(=O)c1c(O)c3c(c(O)c1C2=O)CC(O)(C(C)=O)CC3OC1CC(O)C(O)C(C)O1 (configuration not stated)

compound no.	41	42	43	44	45	46	47	48
CRFR2-BP antag	-16	x	-53	-12	2	16	8	-103
M4 PAM	5	0	6	-8	4	2	-4	-1
M4 ag	2	1	14	1	3	0	1	8
CHRM5 agonist	-4	1	20	-2	3	-4	-3	21
CHRM5 PAM	-4	-1	-9	2	-6	7	8	0
IDE inh	-6	x	1	10	6	-4	6	x
M4 antag	-27	9	-2	4	2	-9	3	5
M5 antag	5	1	9	6	13	6	-15	6
CRFBP-R2 agonist	-0.6	x	26	-0.6	0.2	6.4	1.3	96*

# Entries listed above that bear a hit mark in IDE inh:
[18] Cc1csc2c(N3CCN(C(=O)Nc4ccc(Cl)c(Cl)c4)CC3)ncnc12

compound no.	18
CRFR2-BP antag	-8
M4 PAM	-6
M4 ag	9
CHRM5 agonist	2
CHRM5 PAM	-10
IDE inh	21*
M4 antag	3
M5 antag	18
CRFBP-R2 agonist	-1.1

# More structures follow.
[49] CC(Oc1ccccc1F)C(=O)NNC(=O)CCS(=O)(=O)c1ccccc1Cl (configuration not stated)
[50] O=C(C1CCCN(S(=O)(=O)c2ccccc2[N+](=O)[O-])C1)N1CCN(c2ccccc2)CC1 (configuration not stated)
[51] O=S(=O)(NCCc1ccccc1)c1ccccc1
[52] COC(=O)c1ccccc1S(=O)(=O)N1CCC(C(=O)NCc2ccco2)CC1
[53] CCOCCCNc1nc2c(C)cccn2c(=O)c1/C=C1\SC(=S)N(CC(C)C)C1=O
[54] c1ccc(Cn2c[n+](Cc3ccccc3)cn2)cc1
[55] Cc1c(N=C/C=C2\N(C)c3ccccc3C2(C)C)c(=O)n(-c2ccccc2)n1C
[56] COc1ccc(C(C(=O)NC2CCCCC2)N(C(=O)c2snc(C(N)=O)c2N)c2ccc(OC)cc2OC)cc1 (configuration not stated)
[57] COCCn1c(SCC(=O)N2CCCCCC2)nc2c(c1=O)SCC2

compound no.	49	50	51	52	53	54	55	56	57
CRFR2-BP antag	0	6	-14	13	-358	-5	-6	-9	1
M4 PAM	6	-14	-1	23*	11	4	5	-1	28*
M4 ag	1	7	1	1	1	0	0	0	-1
CHRM5 agonist	1	-1	-7	0	2	-16	-2	-6	-4
CHRM5 PAM	-2	-7	20*	11	-2	11	3	-2	5
IDE inh	2	18*	-3	0	5	6	1	2	-2
M4 antag	-7	12	0	-4	-1	-17	1	9	-15
M5 antag	10	3	-3	1	-6	1	2	8	-3
CRFBP-R2 agonist	-0.9	0.1	-2.3	-1.5	170*	1.0	-0.7	0.3	-1.8

# Bioassay records as filed in PubChem.
